# KCNQ1 inh: inhibitors of human KCNQ1 potassium channel | CHO-K1 KCNQ1, FluxOR thallium flux fluorescence; stronger effect = higher value | hit rate 1.3% among 310,000 | B-score at 10 µM | P51787;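 active = compounds whose thallium flux B-score, printed positive for inhibition, exceeds three library SD while starting fluorescence stays within three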;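 note: channel opened by potassium depolarization with thallium stimulus after 20 min compound exposure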
# Target sequence (P51787 whole entry, looked up): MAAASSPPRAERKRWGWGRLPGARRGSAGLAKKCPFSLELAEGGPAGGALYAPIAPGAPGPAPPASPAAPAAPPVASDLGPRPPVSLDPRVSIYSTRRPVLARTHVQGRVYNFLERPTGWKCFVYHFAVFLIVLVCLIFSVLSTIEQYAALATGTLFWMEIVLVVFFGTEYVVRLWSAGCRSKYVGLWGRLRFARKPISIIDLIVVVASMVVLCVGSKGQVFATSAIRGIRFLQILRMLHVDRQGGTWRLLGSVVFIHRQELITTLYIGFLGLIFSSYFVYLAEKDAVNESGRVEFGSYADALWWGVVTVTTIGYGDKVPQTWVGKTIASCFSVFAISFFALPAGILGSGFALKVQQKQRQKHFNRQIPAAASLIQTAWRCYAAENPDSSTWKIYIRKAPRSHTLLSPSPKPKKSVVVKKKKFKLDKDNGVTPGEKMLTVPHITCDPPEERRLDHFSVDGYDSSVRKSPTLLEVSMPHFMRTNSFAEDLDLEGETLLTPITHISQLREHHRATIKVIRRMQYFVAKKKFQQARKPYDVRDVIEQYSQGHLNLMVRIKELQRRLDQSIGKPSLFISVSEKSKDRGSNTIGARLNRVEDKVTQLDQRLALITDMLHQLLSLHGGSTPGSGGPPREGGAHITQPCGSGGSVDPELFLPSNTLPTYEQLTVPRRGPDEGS
# TRPC4 potent: allosteric potentiators of mouse TRPC4 channel; Q9QUQ5; HEK293 TRPC4beta/mu-opioid, DAMGO EC20, Fluo-4 Ca2+ flux; stronger effect = higher value; B-score at 10 µM; AID 2227; hit rate 0.42% among 310,000;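 active = B-score of calcium response area above 5 SD of library B-scores, with initial fluorescence ratio within 5 SD of library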;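 note: B-score of integrated fluorescence ratio over time as area under calcium response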
# KCNQ1 act: human KCNQ1 channel potentiation or activation | P51787 | CHO-K1 KCNQ1, thallium flux FluxOR fluorescence; stronger effect = higher value | B-score at 10 µM | hit rate 0.35% among 310,000;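 active = fluorescence ratio B-score, a plate-corrected score, at least three library SD, with initial intensity B-score within 5 SD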
#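 Medium – assay buffer, equal DMSO in all wells · Material – CHO-K1 cell line with stable KCNQ1 potassium channel expression · Signal – kinetic FluxOR thallium fluorescence, 10-s 1-Hz baseline, 110-s post-stimulus read · Compound – single concentration per compound, DMSO matched to controls · Schedule – 37 °C overnight plating, 90-min dark dye load, 20-min compound pretreatment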
# KCNK3 block: human KCNK3 channel inhibition, primary screen. O14649. CHO-KCNK3 thallium flux, FluxOR fluorescence; stronger effect = lower value. B-score at 10 µM. hit rate 0.84% among 340,000. AID 602410;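 active = B-score under library mean minus 4 SD, starting fluorescence ratio at most library mean plus 5 SD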;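 note: more negative B-score means stronger inhibition of thallium flux through KCNK3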
# HDAC3 inh: blocks human histone deacetylase 3; recombinant HDAC3, fluorogenic peptide/trypsin coupled, fluorescence; O15379; hit rate 0.15% among 320,000; inhibition, % at 8.3 µM; in the data active = inhibition above about 26%, passing the limit was not always enough; inconclusive = no clear call, values can overlap the other calls
# TMEM16A act: mouse TMEM16A channel activation, primary screen; hit rate 0.3% among 340,000; B-score at 10 µM; HEK293 TMEM16A/YFP-H148Q/I152L, iodide quench fluorescence; stronger effect = lower value; Q8BHY3;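 active = fluorescence-ratio B-score plate-corrected deviation score at least 3 library SD below zero, with starting fluorescence score within 5 deviations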;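 note: channel opened by trigger with iodide after compound preincubation; score built on the fluorescence ratio of max minus min over baseline; more negative score means more quench and so TMEM16A activation or potentiation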
# KCNK9 block: human KCNK9 channel inhibition; hit rate 1.2% among 310,000; B-score at 10 µM; HEK293 KCNK9, FluxOR thallium flux fluorescence; stronger effect = lower value; Q9NPC2;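 active = ratio B-score over 3 SD below the library mean, with starting fluorescence within 5 SD of its mean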;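 note: negative B-score means less thallium flux so channel inhibition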
# Target sequence (Q9NPC2 whole entry, looked up): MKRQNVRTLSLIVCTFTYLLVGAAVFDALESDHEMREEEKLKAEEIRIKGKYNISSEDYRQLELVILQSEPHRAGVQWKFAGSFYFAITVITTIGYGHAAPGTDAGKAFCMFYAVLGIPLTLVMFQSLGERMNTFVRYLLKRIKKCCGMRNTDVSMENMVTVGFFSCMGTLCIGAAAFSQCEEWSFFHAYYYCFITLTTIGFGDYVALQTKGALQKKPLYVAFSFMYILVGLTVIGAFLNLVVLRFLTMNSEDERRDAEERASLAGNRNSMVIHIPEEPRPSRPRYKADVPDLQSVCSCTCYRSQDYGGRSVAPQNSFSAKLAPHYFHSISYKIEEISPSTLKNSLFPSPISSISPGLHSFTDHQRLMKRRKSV
# DYRK1A inh: blocks rat Dyrk1A kinase activity | ADP-Glo luminescence, NFATc1 peptide | AID 504441 | Q63470 | hit rate 0.43% among 310,000 | inhibition, % at 12.5 µM; in the data active = inhibition above about 50%;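 note: plate controls were vehicle with enzyme for no effect and no enzyme for full effect; many of its hits are not listed in these tables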
# hERG protect: shields human hERG channel from block by proarrhythmic agents. activation (rescue from dofetilide block), less the hit threshold, % at 10 µM. hit rate 0.51% among 310,000. Q12809. CHO-hERG, FluxOR thallium flux, dofetilide IC70 present;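 active = activation above the mean of controls blocked by dofetilide plus 5 SD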;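 note: thallium influx through hERG after potassium depolarization seen as dye fluorescence rise; in these data hits start at about 4.7%; inactives centre near -7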
# ANO1 block: blocks the mouse calcium-activated chloride channel TMEM16A; HEK293 TMEM16A/YFP iodide influx fluorescence, ionomycin; hit rate 1.2% among 310,000; normalized B-score (activity score, 25-100; higher = stronger inhibition) at 10 µM; Q8BHY3;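 active = ratio plate-corrected score three or more library SD toward inhibition, starting fluorescence score within five deviations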;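 note: score derived from kinetic fluorescence span divided by baseline fluorescence per well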
# TRPC4 agonist: opens the mouse TRPC4 cation channel; hit rate 0.49% among 310,000; AID 2237; Q9QUQ5; HEK293 TRPC4beta/mu-opioid, Fluo4 calcium fluorescence; stronger effect = higher value; B-score at 10 µM;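 active = B-score above 5 SD of library B-scores, and initial fluorescence ratio not above library mean plus 5 SD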;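 note: positive B-score marks a calcium rise read as TRPC4 activation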
#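 Test system: HEK293 cells stably co-expressing mouse TRPC4beta and mu-opioid receptor | Schedule: Fluo4 dye loading 45 min at room temperature, 110 s recording | Measured by: Kinetic Fluo4 calcium fluorescence, 5 s baseline at 1 Hz | Evaluation: B score of integrated ratio | Controls: Buffer (low) and maximal DAMGO (high)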
# Active calls of the source: *; i = inactive; ? = inconclusive; . = not tested or not shown. Only part of the results is shown. The share of hits here may be higher or lower than overall.
no.	SMILES	HDAC3 inh	DYRK1A inh	TMEM16A act	TRPC4 agonist	KCNQ1 act	KCNQ1 inh	hERG protect	ANO1 block	TRPC4 potent	KCNK9 block	KCNK3 block
1	C=CCOC(=O)C1=C(C)Nc2[nH]c(=O)[nH]c(=O)c2C1c1cccc(OC)c1 (stereo not drawn)	.	.	.	i	i	i	-6	.	i	i	.
2	CC1(C)SC[C@H](C(=O)Nc2cccc(Cl)c2)N1C=O	0	2	i	i	i	i	-8	i	i	i	i
3	COCCCNc1oc(/C=C/c2ccccc2)nc1C#N	-69	3	i	i	i	i	-9	i	i	i	i
4	COCCCn1c(=O)c2sccc2n2c(CCCC(=O)NCc3ccc(OC)cc3)nnc12	-3	-1	i	i	i	i	-5	i	i	i	i
5	O=C1NCCN1Cc1ccc(F)cc1	3	-1	i	i	i	i	-8	i	i	i	i
6	CCOc1ccc(NS(=O)(=O)c2ccc3[nH]c(=O)[nH]c3c2)cc1	-4	-3	i	i	i	i	-6	i	i	i	i
7	O=C1c2ccccc2C(=O)N1CCCc1nc(-c2ccccc2)no1	9	3	i	i	i	i	-7	i	i	i	i
8	COc1ccc(C(C)=O)cc1COC(=O)c1cccnc1Cl	3	5	i	i	i	i	-4	i	i	i	i
9	Cc1nc2cc(-c3ccccc3)sc2c(=O)n1N	-1	23	i	i	i	i	-10	i	i	i	i
10	COc1ccc(OC)c2c1sc(=NC(=O)c1ccco1)n2C	.	-7	i	i	i	i	-6	i	i	i	i
11	CCc1nnc(SCC(=O)Nc2ccc(NC(C)=O)cc2)n1-n1cccc1	3	0	i	i	i	i	-15	i	i	i	i
12	Oc1ccc(N2Cc3ccccc3C2)cc1	-3	1	i	i	i	i	-5	i	i	i	i
13	CCS(=O)(=O)c1ccc2oc(SCC(=O)NC34CC5CC(CC(C5)C3)C4)nc2c1	0	-3	i	i	i	i	-11	i	i	i	i
14	O=C1C=C(Nc2ccccc2C(=O)O)c2ccccc2C1=O	-11	56*	i	i	i	i	-1	i	i	i	i
15	Cc1ccc(NC(=O)Nc2ccc3c(c2)OCO3)nc1	-2	-2	i	i	i	i	-1	i	i	i	i
16	CN(C)S(=O)(=O)N1CCC(Oc2cccc(C(=O)NCCCC3CCCC3)c2)CC1	.	-4	i	i	i	i	-13	i	i	-14*	i

# Reformatted: results already given
15. Cc1ccc(NC(=O)Nc2ccc3c(c2)OCO3)nc1
  HDAC3 inh: -2
  DYRK1A inh: -2
  TMEM16A act: i
  TRPC4 agonist: i
  KCNQ1 act: i
  KCNQ1 inh: i
  hERG protect: -1
  ANO1 block: i
  TRPC4 potent: i
  KCNK9 block: i
  KCNK3 block: i

16. CN(C)S(=O)(=O)N1CCC(Oc2cccc(C(=O)NCCCC3CCCC3)c2)CC1
  HDAC3 inh: .
  DYRK1A inh: -4
  TMEM16A act: i
  TRPC4 agonist: i
  KCNQ1 act: i
  KCNQ1 inh: i
  hERG protect: -13
  ANO1 block: i
  TRPC4 potent: i
  KCNK9 block: -14*
  KCNK3 block: i

# Other compounds follow:
no.	SMILES	HDAC3 inh	DYRK1A inh	TMEM16A act	TRPC4 agonist	KCNQ1 act	KCNQ1 inh	hERG protect	ANO1 block	TRPC4 potent	KCNK9 block	KCNK3 block
17	CCCC(=O)Nc1ccc(NC(=O)c2ccccn2)cn1	0	3	.	i	i	i	-8	i	i	i	i
18	C/C=C(/C)C(=O)Nc1cccc(C2=NOC3(C2)C[C@@H](C(N)=O)N(C(=O)CC(c2ccccc2)c2ccccc2)C3)c1 (stereo partly drawn)	?	-3	i	i	i	i	-6	i	i	i	i
19	Cc1nc2ncccn2c1-c1csc(NCc2ccco2)n1	5	6	i	i	i	i	-11	i	i	i	i
20	COc1ccc(N(CC(=O)NCCc2ccccc2)C(=O)c2csnn2)cc1OC	?	-2	i	i	i	i	-2	i	i	i	i
21	C/C(=N\NC(=O)c1ccc(N2CCCC2=O)cc1)c1ccccc1	8	-4	i	i	i	i	-7	i	i	i	i
22	O=C(CCNc1ccccc1)c1ccc2c(c1)OCO2	3	-2	i	i	i	i	-11	i	i	i	i
23	Cc1cccc(C(C)(C)C)c1OCCOCCN1CCCC1	-1	.	i	i	i	i	-10	i	i	i	i
24	Cc1ccc(NC(=S)NCc2ccc(F)cc2)c(C)c1	-1	-3	i	i	i	i	3	i	i	i	i
25	CCOc1c2ccc(C(=O)NCCCCc3ccccc3)cc2nn1C	-16	10	i	i	i	i	-3	i	i	i	i
26	O=C(CSc1nc(-c2ccco2)cc(C(F)(F)F)n1)Nc1cccnc1	-2	-4	i	i	i	i	1	i	i	i	i
27	OCC1(CCOc2ccccc2)CCN(Cc2cc(Cl)ccc2O)CC1	-9	7	i	i	i	i	-8	i	i	i	i
28	CCCn1c(SCC(=O)N(CC)CC)nnc1-c1ccncc1	?	3	i	i	i	i	-3	i	i	i	i
29	O=C(COC(=O)C1CC1)NCc1ccccc1Cl	-3	1	i	i	i	i	1	i	i	i	i
30	CCSc1nc2ccccc2n1CC(=O)O	-4	13	i	i	i	i	-7	i	i	i	i
31	O=S(=O)(c1ccc(Cl)c(Cl)c1)N1CCc2nc3ccccc3n2CC1	.	-1	i	i	i	i	-7	.	i	i	i
32	CN1CCC(=NNC(=O)COc2ccc(Cl)cc2)CC1	-3	-4	i	i	i	i	-2	i	i	i	i
33	Cc1ccc(OCc2ccc(-c3ccccc3)cc2)c([N+](=O)[O-])n1	-1	-2	i	i	i	i	-7	i	i	i	i
34	COC(=O)CNC(=O)c1c(-c2ccccc2Cl)noc1C	-7	-2	i	i	i	i	-7	i	i	i	i
35	Cc1cccc(C)c1NC(=O)C(Cl)=C(Cl)Cl	0	-5	i	i	i	i	-2	i	i	i	i
36	CCC1=NN2C(=N)/C(=C/c3c(C)nn(-c4ccccc4)c3Cl)C(=O)N=C2S1	3	-6	i	i	i	i	-11	i	i	i	i
37	CCC(C)NC(=O)CCS(=O)(=O)c1ccc(Br)s1 (stereo not drawn)	-3	3	i	i	i	i	-7	i	i	i	i
38	O=C(O)C(c1ccccc1)c1ccccc1	1	.	i	i	i	i	-2	i	i	i	i
39	CCOc1cc(/C=C2\N=C(SCC)SC2=O)cc([N+](=O)[O-])c1OC(C)=O	-6	26	i	i	i	8*	-22	100*	i	i	i
40	COc1ccc2cc(C#N)c(SCC(=O)NNC(=O)Cc3ccccc3)nc2c1	-1	7	i	i	i	i	-3	i	i	i	i
41	COc1cc(-c2c(-c3ccc4c(c3)OCO4)noc2-c2ccsc2)ccc1F	0	-1	i	i	i	i	-21	i	i	-11*	i
42	COc1nc(-c2ccncc2)nc2ccccc12	2	12	i	i	i	i	-7	i	i	i	i
43	Cc1[nH]n(C)c(=O)c1C(=O)c1c(-c2ccccc2Cl)noc1C	-5	5	i	i	i	i	-4	i	i	i	i
44	COc1cccc(CNC(=O)c2ccc(C)c(NC3=NC4CS(=O)(=O)CC4S3)c2)c1 (stereo not drawn)	5	-1	i	i	i	i	-11	i	i	i	i
45	Cc1cc(C)nc(SCNC(=O)c2ccc(F)cc2)n1	1	5	i	i	i	i	-11	i	i	i	i
46	COc1ccc(CCn2c(=N)c(C(=O)NCC3CCCO3)cc3c(=O)n4ccccc4nc32)cc1OC (stereo not drawn)	2	.	i	i	i	i	-12	i	i	i	i
47	O=C(Nc1ccc(CN2CCOCC2)cc1)c1cccc(-c2cc3ccccc3oc2=O)c1	2	9	i	i	i	i	-32	i	i	i	i
48	CCOc1ccc(/C=N/OCC(=O)NCc2ccc3c(c2)OCO3)cc1OC	-1	6	i	i	i	i	-3	i	i	i	i
49	CCc1ccc(/C=N/NC(=O)c2cc(C)on2)s1	16	-3	i	i	i	i	-4	i	i	i	i
50	CCN(Cc1nc(-c2ccccc2)no1)C(=O)COc1cccc(OC)c1	-3	-7	i	i	i	i	-8	i	i	i	i
51	CCOc1cc(/C=N/NC(=O)c2ccncc2)ccc1OC(=O)c1ccccc1	6	2	i	i	i	i	-3	i	i	i	i
52	Cc1ccc(NC(=O)c2nc[nH]c2C(=O)N[C@@H](C)C(=O)OC(C)(C)C)cc1	-3	41	i	i	i	i	-9	i	i	i	i
53	C(=N\N=C\c1cccnc1)/c1cccnc1	1	-1	i	i	i	i	-2	i	i	i	i
54	CN(CC(=O)Nc1ccc(N2CCOCC2)cc1)C(=O)C12CC3CC(CC(C3)C1)C2	-9	-1	i	i	i	i	-9	i	i	i	i

# Retrieved by structure from above (five):
no.	SMILES	HDAC3 inh	DYRK1A inh	TMEM16A act	TRPC4 agonist	KCNQ1 act	KCNQ1 inh	hERG protect	ANO1 block	TRPC4 potent	KCNK9 block	KCNK3 block
53	C(=N\N=C\c1cccnc1)/c1cccnc1	1	-1	i	i	i	i	-2	i	i	i	i
50	CCN(Cc1nc(-c2ccccc2)no1)C(=O)COc1cccc(OC)c1	-3	-7	i	i	i	i	-8	i	i	i	i
54	CN(CC(=O)Nc1ccc(N2CCOCC2)cc1)C(=O)C12CC3CC(CC(C3)C1)C2	-9	-1	i	i	i	i	-9	i	i	i	i
49	CCc1ccc(/C=N/NC(=O)c2cc(C)on2)s1	16	-3	i	i	i	i	-4	i	i	i	i
51	CCOc1cc(/C=N/NC(=O)c2ccncc2)ccc1OC(=O)c1ccccc1	6	2	i	i	i	i	-3	i	i	i	i

# High-throughput results: PubChem BioAssay, several laboratories
